Source: PubChem BioAssay
AmpC no deterg: blocks E. coli AmpC beta-lactamase in detergent-free assay; P00811; Potency, µM (series often up to 57.1 µM), inactives show at the highest dose activity change, negative = inhibition, most hits filed as inhibitors; AmpC nitrocefin hydrolysis, absorbance 480 nm, 0.0001% Triton; 330,000 tested, 0.52% active;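 also: potency is read from the fitted curve at half-maximal effect; plate controls were no compound for no effect and no enzyme for full effect; nearly all actives have a fitted effect of over 20% in size; some results filed as inactive show a strong effect at the top dose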
Target sequence (P00811 whole entry, looked up): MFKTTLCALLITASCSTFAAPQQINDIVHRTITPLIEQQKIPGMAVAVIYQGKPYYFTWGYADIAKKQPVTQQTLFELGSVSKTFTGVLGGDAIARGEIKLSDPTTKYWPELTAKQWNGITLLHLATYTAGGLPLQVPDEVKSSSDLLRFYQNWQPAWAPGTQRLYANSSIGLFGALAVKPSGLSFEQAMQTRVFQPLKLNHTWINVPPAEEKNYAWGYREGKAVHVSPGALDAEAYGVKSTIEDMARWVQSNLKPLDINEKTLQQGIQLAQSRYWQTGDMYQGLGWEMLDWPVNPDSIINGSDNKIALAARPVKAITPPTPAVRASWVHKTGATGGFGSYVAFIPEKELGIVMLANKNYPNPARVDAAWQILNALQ
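AmpC (5.3 nM in the dispensed reagent) in 20 mM phosphate pH 7.0 with 0.01% (detergent screen) or 0.0001% Triton X-100 was preincubated with compounds for 15 min at room temperature. Nitrocefin was then added from an 800 uM solution, and hydrolysis was followed at 480 nm.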
TbPYK inhibitor: inhibitors of Trypanosoma brucei pyruvate kinase; TbPYK enzyme, Kinase-Glo Plus ATP luminescence, 45 min; Potency, µM (top dose mostly 76.8 µM), for the others: at the top dose activity, negative = inhibition, most hits filed as inhibitors; 410,000 tested, 0.12% active; also: potency is read from the fitted curve at half-maximal effect; nearly all actives have a fitted effect of over 50% in size
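TbPYK + substrate in 50 mM TEA pH 7.2, 100 mM KCl, 10 mM MgCl2, 0.05% BSA, 0.01% Tween-20; cpd pinned; ADP 130 uM final; 45 min RT; Kinase-Glo Plus 10 min; luminescence endpoint.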
Sm TGR inh: inhibitors of Schistosoma mansoni thioredoxin glutathione reductase; AID 485364; Potency, µM (series often up to 114 µM), inactives show top-dose activity change, negative = inhibition, hits mostly inhibitors; Q962Y6; 360,000 tested, 3% active; purified TGR, DTNB reduction, TNB absorbance 405 nm; also: potency is read from the fitted curve at half-maximal effect; nearly all actives have a fitted effect of over 60% in size
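Kinetic colorimetric format: TGR-catalysed, NADPH-driven DTNB reduction monitored via TNB absorbance. Enzyme dispensed at 20 nM; compound exposure 15 min at room temperature before reaction start.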
HCMV inh: blocks human cytomegalovirus replication | 410,000 tested, 4.5% active | HFF cells, HCMV-luciferase reporter, 72 h; hits give low values | activity change, negative = inhibition, % at 57.5 µM | AID 1259415; in the data active = activity change below about -60%; inconclusive = no clear call, values can overlap the other calls; inactive = above about -39%
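Cell-based, HFFs, 1000 cells/well, 16 h 37C; cpds in DMSO + HCMV-luc, MOI 1 PFU/cell; 72 h 37C; OneGlo luminescence after 5 min RT; norm. to buffer vs Salinomycin 10uM.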
AmpC detergent: AmpC beta-lactamase inhibition with detergent present | P00811 | AmpC hydrolysis of nitrocefin, absorbance 480 nm, 0.01% Triton | Potency, µM (series often up to 114 µM), for the others: top-dose activity change, negative = inhibition, most hits filed as inhibitors | 370,000 tested, 0.041% active | AID 485294;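 also: potency is read from the fitted curve at half-maximal effect; 0% = no-compound wells and -100% = no-enzyme wells; nearly all actives have a fitted effect of over 25% in size; some results filed as inactive show a strong effect at the top dose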
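AmpC (5.3 nM in the dispensed reagent) in 20 mM phosphate pH 7.0 with 0.01% (detergent screen) or 0.0001% Triton X-100 was preincubated with compounds for 15 min at room temperature. Nitrocefin was then added from an 800 uM solution, and hydrolysis was followed at 480 nm.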
AMA1-RON2 inh: disrupts binding of P. falciparum AMA1 to RON2. Potency, µM (doses to about 58.2 µM), for the others: at the highest dose activity change, negative = inhibition, actives largely listed as inhibitors. AlphaScreen AMA1-biotinylated RON2 peptide binding. 360,000 tested, 0.2% active;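 also: potency is read from the fitted curve at half-maximal effect; 0% = vehicle wells and -100% = peptide control; nearly all actives have a fitted effect of over 45% in size; some results filed as inactive show a strong effect at the top dose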
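AMA1 (3D7) with his tag at 25 nM final met compounds first, then biotinylated RON2 peptide at 25 nM; detection used donor plus acceptor beads, 10 µg/mL apiece, read by AlphaScreen after 30 min at room temperature.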
LmPK inhibitor: inhibitors of Leishmania mexicana pyruvate kinase; purified LmPK, Kinase-Glo ATP luminescence, 1 h; Q27686; 290,000 tested, 0.37% active; AID 1721; Potency, µM (titrated, usually from 57.5 µM), for inactives: top-dose activity change, negative = inhibition, usual class: inhibitors; also: potency is read from the fitted curve at half-maximal effect
Target sequence (Q27686 whole entry, looked up): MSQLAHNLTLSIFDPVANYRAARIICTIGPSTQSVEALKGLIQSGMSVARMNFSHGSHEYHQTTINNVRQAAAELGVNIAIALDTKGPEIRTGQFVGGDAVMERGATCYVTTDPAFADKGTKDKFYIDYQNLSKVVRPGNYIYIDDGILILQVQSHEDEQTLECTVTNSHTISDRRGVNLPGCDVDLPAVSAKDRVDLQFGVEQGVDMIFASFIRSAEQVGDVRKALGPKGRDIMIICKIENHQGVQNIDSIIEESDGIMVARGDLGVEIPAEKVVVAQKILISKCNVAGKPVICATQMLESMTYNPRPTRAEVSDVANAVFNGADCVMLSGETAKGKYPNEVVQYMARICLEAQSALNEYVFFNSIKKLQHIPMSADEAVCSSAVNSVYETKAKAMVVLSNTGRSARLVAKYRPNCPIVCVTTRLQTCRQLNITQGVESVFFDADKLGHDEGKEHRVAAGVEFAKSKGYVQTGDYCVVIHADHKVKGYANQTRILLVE
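Kinase-Glo luminescence read after 1 h RT reaction of 0.1 nM LmPK with 0.5 mM PEP and 0.1 mM ADP. Activity scaled between uninhibited and enzyme-free controls.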
* = called active by the depositor; ? = inconclusive; · = no result given; [ ] = another dose, or the depositor's remark. Unless noted, calls follow the shape of the dose curve; as a rule, active = well fitted curve in the direction sought with a large enough effect; inconclusive = small, poorly fitted or top-dose-only effect, or another doubt; inactive = no such curve, though single readings can be large; an effect the other way counts as inactive or inconclusive. Unless noted, % is scaled to controls: 0 for no effect and ±100 for the full control effect. Compounds as they come; overall some 7.4% were active at least once.

SMILES	AmpC no deterg	TbPYK inhibitor	Sm TGR inh	HCMV inh	AmpC detergent	AMA1-RON2 inh	LmPK inhibitor
O=C1C(=O)c2ccccc2C(O)=C1C1CCC(c2ccc(Cl)cc2)CC1 (stereo not given)	-14%	4%	0%	13	0%	-12%	·
O=C1CC(c2ccc3c(c2)OCCO3)Oc2ccccc21 (stereo not given)	-8%	-2%	-14%	12	-13%	7%	0%
CCc1nc2ccc(C(=O)NCc3ccc(OC)cc3)cn2c1N(CC)Cc1cccc(Br)c1	·	4%	·	43	·	3%	·
CNC(=O)NC(=O)CSc1nc2cc(C(=O)OC)ccc2c(=O)n1-c1ccccc1	-21%	3%	0%	8	-17%	-1%	3%
C[n+]1ccc(-c2cc[n+](C)cc2)cc1	·	3%	·	?	·	-4%	·
Cc1cc(C)nc(Nc2n[nH]c(COc3cccc4ccccc34)n2)n1	-22%	1%	17%	12	-9%	-18%	4%
Cc1cc(CNC(=O)C(C)n2nc(C)c([N+](=O)[O-])c2C)c2ccccc2n1 (stereo not given)	16%	-9%	10%	?	5%	-18%	12%
Cc1cc([N+](=O)[O-])ccc1NC(=O)C1CCCO1 (stereo not given)	-17%	-19%	-1%	-16	?	2%	4%
O=c1[nH]c(O)c(C=Nc2ccccc2Oc2ccccc2)c(=O)[nH]1	-18%	0%	-9%	-10	2%	-13%	1%
Cc1ccc(C)c(N2CCN(S(=O)(=O)c3ccc4c(c3)CC(C)N4C(=O)C3CC3)CC2)c1 (stereo not given)	-15%	4%	10%	?	?	-11%	5%
Cc1ccccc1CNC(=O)c1cc2cccc3c2n1CC(C)S3 (stereo not given)	·	2%[15.4 µM]	8%	0	21%	·	·
Cc1cccc(C(=O)Nc2ccc(C(=O)/C=C/c3ccncc3)cc2)c1	-18%	-3%	?	-101*	-12%	-2%	1%
CCCC(O)c1nc2ccccc2n1Cc1ccccc1OC (stereo not given)	·	-1%	-16%	-16	-3%	·	·
CC/C=C(\NC(C)=O)c1ccccc1	-5%	3%	?	-4	-2%	0%	·
O=C(Nc1ccc(Br)cc1)C1CCCN1S(=O)(=O)c1ccc(F)cc1 (stereo not given)	·	5%	-3%	?	5%	·	·
CC(Sc1ccc(Cl)cc1)C(=O)NCc1ccc2c(c1)OCO2 (stereo not given)	-25%	-14%	-1%	20	?	16%	5%
CCOc1ccc2[nH]c(=O)c(CN(CCO)C(=O)c3ccccc3F)cc2c1	4%	1%	-9%	22	-16%	-7%	-1%
CSc1nc2ccc3nc(NC(=O)c4ccccc4)sc3c2s1	-4%	-2%	1%	-38	?	2%	15%
Clc1ccc(OCCN2CCOCC2)cc1Cl	8%	4%	-12%	-22	3%	20%	-4%
CC(C)NC(=O)COc1coc(CN2CCN(c3ccccc3F)CC2)cc1=O	23%	-1%	5%	-34	-2%	-6%	-5%
CCC(C)(C)n1nnnc1CN(Cc1cc2cc(OC)ccc2[nH]c1=O)C1CCCC1	21%	-8%	6%	-8	-2%	-1%	-1%
Cc1ccccc1CNC(=O)C(C)Sc1ccccc1 (stereo not given)	·	-12%	·	9	·	0%	·
Cc1ccc(NC(=O)c2ccc(Cl)cc2Cl)c(C(=O)c2ccccc2)c1	·	5%	10%	-22	8%	·	·
Cc1ccc(Cn2c(=O)n(CC3CCC(C(=O)N4CCC(C)CC4)CC3)c(=O)c3sccc32)cc1 (stereo not given)	·	-4%	4%	1	-6%	·	·
CCCCC1Cc2[nH]c(=S)[nH]c(=O)c2C(C(C)C)O1 (stereo not given)	·	4%	·	-9	·	56%[activator]	·
C/C(=N\NC(=O)c1ccccc1O)c1ccc(NC(=O)Cc2ccccc2)cc1	-53%	4%	4%	194	?	-12%	-1%
CN(/N=C/c1ccncc1)c1cnn(-c2ccc(F)c(Cl)c2)c(=O)c1Cl	-6%	·	0%	-35	-12%	-5%	-1%
CCOC(=O)c1cn(-c2nc(-c3ccc(Cl)cc3)cs2)c2c(F)c(N3CC(C)OC(C)C3)c(F)cc2c1=O (stereo not given)	-23%	·	-21%	·	-5%	·	0%
Cc1ccc(C(=O)Nc2ccc(C)c(S(=O)(=O)N3CCOCC3)c2)c(C)c1	29%	1%	2%	12	1%	0%	-2%
CCOc1ccccc1NC(=O)Nc1ccc2c(c1)CCC2	-35%	-9%	-1%	17	3%	-10%	-13%
Cn1c(CC(=O)NNC(=O)c2ccc(F)cc2F)nc2ccccc21	5%	3%	-2%	-1	1%	98%[activator]	·
O=C(Nc1ccccc1)O[C@@H]1C[C@H]2CCCC(=O)N3CC[C@@H](C1)[C@@H]23	·	-10%	·	3	·	-9%	·
O=C(Nc1ccc(O)cc1)/C(=C\c1ccncc1)NC(=O)c1ccccc1	-28%	0%	0%	-26	-2%	-11%	3%
CC1(C)CC(CC(=O)NC(=S)Nc2ccc([N+](=O)[O-])cc2)C(=O)O1 (stereo not given)	-10%	10%	2%	6	4%	0%	-3%
COc1ccc(C(=O)Nc2ccccc2C(=O)NC(C)C)cc1OC	11%	-17%	1%	29	-2%	-8%	4%
O=c1[nH]c(C2CCN(S(=O)(=O)/C=C/c3ccccc3)CC2)nc2c1nnn2Cc1ccccc1	-17%	-9%	0%	?	-5%	-26%	-1%
CC(C)NC(=O)C1(C)CCN1C(=O)C(c1ccccc1)c1ccccc1 (stereo not given)	·	7%	·	-6	·	7%	·
CCOc1ccc(-c2nc(CSCC(=O)NCCc3ccccc3)c(C)o2)cc1	·	4%	-31%	4	4%	·	·
Cc1cc(C)c(NC(=O)Cn2cc(S(=O)(=O)Cc3ccccc3F)c3ccccc32)c(C)c1	·	-2%[15.4 µM]	-5%	?	-5%	·	·
O=C(NCc1ccccn1)c1n[nH]c(=O)c2ccccc12	-9%	-1%	10%	-33	3%	109%[activator]	-2%
O=C(CSc1ncccn1)Nc1ncc(C(F)(F)F)cc1Cl	-25%	2%	-3%	?	0%	4%	-1%
Cn1c(CNC(=O)c2cccs2)nnc1SCC(=O)Nc1ccc(Cl)cc1	-9%	6%	-6%	-15	-10%	9%	-2%
CCOc1ccc(CNCc2ccc(C(=O)O)cc2)cc1OC	3%[2.29 µM]	8%	1%	-27	-3%	-21%	3%
CN(C(=O)COC(=O)c1ccccc1NC(=O)c1ccco1)C1CCS(=O)(=O)C1 (stereo not given)	-14%	-5%	-17%	-18	?	-4%	0%
O=C(O)CCC(=O)Nc1ccc(S(=O)(=O)N2CCCC2)cc1	-5%	-7%	4%	15	?	-4%	-2%
Cc1ccc(NC(=O)NCCOCCn2c(=O)oc3ccccc32)c(C)c1	·	-4%	14%	-3	3%	·	·
O=C(NCC(c1ccco1)N1CCCCC1)c1ccc(S(=O)(=O)Nc2ccccc2)cc1 (stereo not given)	-29%	2%	-18%	-16	-5%	2%	·
O=C(CSCc1ccc(Cl)cc1)NN=C1CCCC1	-17%	-1%	1%	21	-9%	46%[activator]	-2%
CC1(C)CC(=O)C(C=NCCC2=CCCCC2)=C(O)C1	8%	-3%	2%	14	?	7%	3%
CCOc1ccc(N=C2Sc3nc4ccc(C)cc4cc3CN2CCOC)cc1	-3%	1%	0%	?	-6%	-6%	12%
Cc1sc2nc(SCC(=O)Nc3ccc(S(N)(=O)=O)cc3)[nH]c(=O)c2c1C	-17%	-7%	-7%	-19	-1%	3%	4%
O=c1ccc2c(-c3ccccc3S(=O)(=O)O)c3ccc(O)c(O)c3oc-2c1O	-21%	?	?	-92*	3%	5µM*	·
O=C(NCCc1ccccc1)C1CCC(CNS(=O)(=O)c2ccc(F)cc2)CC1 (stereo not given)	-7%	-1%	-16%	1	1%	-10%	-5%
O=C(NCC(c1ccc2c(c1)OCO2)N1CCN(c2ccccc2)CC1)c1ccccc1 (stereo not given)	·	-2%	12%	17	-2%	·	·
CSc1ccc(CCNC(=O)c2ccc(-c3nc(COc4ccc(C)cc4)c(C)o3)cc2)cc1	·	-6%	6%	16	10%	·	·
COc1ccc(N(CC(=O)N/N=C/c2cccnc2)S(=O)(=O)c2ccccc2)c(OC)c1	20%	4%	0%	-5	?	1%	0%
CCOC(=O)C1=C(C)N(CC)C(=S)NC1c1ccccc1OC(F)F (stereo not given)	-12%[2.29 µM]	-3%	2%	66	-2%	1%	1%
c1coc(CN2CNc3nc4ccccc4n3C2)c1	-28%	-3%	-1%	30	3%	3%	-1%
Cc1ccc(NC(=O)CSc2nnc3scc(-c4ccc(Cl)cc4)n23)cc1	·	2%	0%	-35	1%	·	·
COc1ccc(-c2noc(CCC(=O)NC3CCCCCC3)n2)cc1OC	·	-7%	·	-17	·	4%	·

3 structures from above, ordered by molecular weight, highest first.
SMILES	AmpC no deterg	TbPYK inhibitor	Sm TGR inh	HCMV inh	AmpC detergent	AMA1-RON2 inh	LmPK inhibitor
O=C(NCC(c1ccc2c(c1)OCO2)N1CCN(c2ccccc2)CC1)c1ccccc1 (stereo not given)	·	-2%	12%	17	-2%	·	·
Cc1ccc(NC(=O)NCCOCCn2c(=O)oc3ccccc32)c(C)c1	·	-4%	14%	-3	3%	·	·
O=C(O)CCC(=O)Nc1ccc(S(=O)(=O)N2CCCC2)cc1	-5%	-7%	4%	15	?	-4%	-2%

Continued:
SMILES	AmpC no deterg	TbPYK inhibitor	Sm TGR inh	HCMV inh	AmpC detergent	AMA1-RON2 inh	LmPK inhibitor
Cc1cc(C(=O)NC2CCCC2)c2ccccc2n1	19%	1%	7%	21	-2%	3%	-2%
CSc1nc2ccc3nc(NC(=O)c4ccc(Cl)s4)sc3c2s1	-8%	3%	-6%	·	?	0%	-6%
Cc1ccc(NC(=O)C2COc3ccccc3O2)cc1S(=O)(=O)N1CCCCC1 (stereo not given)	-52%	-5%	-2%	?	9%	-1%	·
CCCOC(=O)c1ccc(NC(=O)C2C3CCC(C3)C2C(=O)O)cc1 (stereo not given)	-22%	-2%	0%	-9	-7%	7%	3%
CCOC(=O)C1CCCN(CC(=O)c2ccc(F)cc2)C1 (stereo not given)	-15%	3%	18µM*	?	-2%	-20%	0%
CC1(C(=O)NS(=O)(=O)c2ccccc2)CCN1C(=O)Cc1cccs1 (stereo not given)	·	-4%	·	-13	·	4%	·
Cn1cc(C(=O)NCC(=O)Nc2ccccc2Br)cn1	-14%	1%	·	45	·	-3%	·
